STAT3 blocker: STAT3 signaling inhibition; inhibition, % at 5.5 µM; U3A cells, IL-6 STAT3-luciferase reporter, luminescence; host cell line lacks STAT1; actives 0.89% (n = 190,000); AID 862;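 active = inhibition above the mean inhibition across all screened compounds plus 3 SD, cut at about 44% in these data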;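 also: 0% = DMSO only wells and 100% = 100 µM nifuroxazide control wells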
STAT3 activator: STAT3 signaling activation; actives 0.91% (n = 190,000); activation (% of control), % at 5.6 µM; AID 871; U3A cells, IL-6 STAT3-luciferase reporter, luminescence; 100% = signal with IL-6 EC80 alone;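 active = activation above the screen-wide mean of compound activation plus 3 SD, cut at about 130% in these data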;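 also: 0% = background luminescence of wells with medium and substrate only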
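Test system: human U3A cells carrying STAT3-luciferase construct; control set: IL-6-only wells as 100% reference; timing: compound pre-incubation 1 h before IL-6, then 6 h stimulation at 37 °C; also added: IL-6 stimulus at 33 ng/mL final; evaluation: % activation versus median of IL-6-stimulated wells; detection: reporter luminescence signal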
TLR4-MyD88 BLA: TLR4-MyD88 interaction inhibition in cells; O00206+Q99836; HeLa CL3-4 TLR4/MyD88 BLA complementation, FRET ratio; inhibition, % at 8.4 µM; actives 0.18% (n = 200,000); AID 861; in the data active = inhibition above about 25%;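 also: 0% = vehicle and 100% = reference inhibitor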
Target sequence (O00206 whole entry, looked up): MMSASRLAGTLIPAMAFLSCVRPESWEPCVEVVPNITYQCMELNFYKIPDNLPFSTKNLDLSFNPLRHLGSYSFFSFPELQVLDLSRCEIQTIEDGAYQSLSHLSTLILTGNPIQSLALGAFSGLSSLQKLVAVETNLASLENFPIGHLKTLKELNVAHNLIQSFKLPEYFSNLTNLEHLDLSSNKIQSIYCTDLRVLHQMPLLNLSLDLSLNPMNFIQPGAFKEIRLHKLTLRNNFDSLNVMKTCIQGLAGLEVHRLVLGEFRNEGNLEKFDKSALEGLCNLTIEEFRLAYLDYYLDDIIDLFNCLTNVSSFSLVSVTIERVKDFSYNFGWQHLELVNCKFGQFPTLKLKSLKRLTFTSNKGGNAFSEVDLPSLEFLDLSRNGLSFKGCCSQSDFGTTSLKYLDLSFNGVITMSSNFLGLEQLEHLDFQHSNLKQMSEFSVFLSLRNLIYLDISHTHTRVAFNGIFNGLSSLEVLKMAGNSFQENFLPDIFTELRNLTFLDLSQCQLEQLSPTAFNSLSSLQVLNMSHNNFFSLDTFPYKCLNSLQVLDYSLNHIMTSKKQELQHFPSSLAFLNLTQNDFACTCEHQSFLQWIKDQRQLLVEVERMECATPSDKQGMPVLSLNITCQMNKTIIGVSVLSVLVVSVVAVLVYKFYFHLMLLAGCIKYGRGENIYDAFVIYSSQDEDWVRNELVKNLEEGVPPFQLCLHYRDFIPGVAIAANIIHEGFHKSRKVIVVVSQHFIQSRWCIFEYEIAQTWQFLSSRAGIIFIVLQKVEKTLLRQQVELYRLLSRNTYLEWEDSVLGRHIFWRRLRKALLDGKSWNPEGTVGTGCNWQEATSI
Target sequence (Q99836 whole entry, looked up): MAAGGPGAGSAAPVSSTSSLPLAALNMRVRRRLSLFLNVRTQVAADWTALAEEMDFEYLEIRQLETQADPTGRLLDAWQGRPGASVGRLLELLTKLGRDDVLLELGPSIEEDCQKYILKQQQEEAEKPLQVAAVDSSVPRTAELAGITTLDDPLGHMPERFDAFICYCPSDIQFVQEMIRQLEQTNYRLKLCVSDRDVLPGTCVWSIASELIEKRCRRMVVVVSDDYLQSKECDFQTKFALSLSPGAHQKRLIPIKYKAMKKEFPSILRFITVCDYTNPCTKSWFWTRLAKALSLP
Diaphorase act: activates diaphorase or chemically reduces, flagging diaphorase assay artifacts; Diaphorase/resazurin coupled assay, resorufin fluorescence, 16 min; stronger effect = higher value; 1 = vehicle wells, 0 = NADH-free wells; activation factor at 20 µM; actives 0.005% (n = 190,000); AID 1229;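 active = diaphorase activity raised at least twofold by the compound at 20 µM; inactive = activation factor below 2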
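Material: Purified diaphorase enzyme from Clostridium kluyveri | Buffer or medium: 50 mM HEPES pH 7.4 with 4.542 mM MgCl2, 0.005% Tween 20 | Times: 16 min enzyme reaction, ambient temperature | Signal: Red resorufin fluorescence at 544/590 nm excitation/emission | Measure: Increased resorufin signal from activators or reducing compounds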
Hsp70 act: transcriptional activators of Hsp70 | HeLa Hsp70 promoter luciferase reporter, luminescence; scaled: vehicle 0, proteasome-inhibitor control 100% | activation, % at 10 µM | actives 0.04% (n = 200,000);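 active = activation above the mean across all tested compounds plus 3 SD, cutoff set per campaign, cut at about 5.5% in these data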;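 also: 100% = MG132 at 30 µM as the positive control and 0% = DMSO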
STAT1 act: STAT1 signaling activation. NIH 3T3 STAT1-luciferase reporter, IFN-gamma, luminescence; 100% = IFN-gamma alone, no compound. activation (% of control), % at 5.5 µM. actives 2.6% (n = 200,000). AID 932;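 active = activation above the screen-wide mean activation plus 3 SD, cut at about 130% in these data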;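 also: raw ratio to IFN-gamma control signal so 100% means no change and 0% no light; values of inactives mirror those of a sister screen read the other way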
Diaphorase inh: inhibits diaphorase or chemically oxidizes, flagging diaphorase assay artifacts; actives 0.69% (n = 190,000); AID 1217; diaphorase resazurin-to-resorufin fluorescence, NADH, 16 min; bacterial (C. kluyveri) enzyme, not human; inhibition, % at 20 µM;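 active = primary screen inhibition at 20 µM above a set limit, cut at about 50% in these data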;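 also: plate controls were DMSO with full reaction for no effect and wells lacking NADH for full effect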
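material = Clostridium kluyveri diaphorase enzyme | amount = 0.14 U/mL diaphorase, enzyme working solution | schedule = incubation 16 min, room temperature | detection = fluorescence of resorufin formed from resazurin, Ex 544/Em 590 nm | benchmarks = positive control minus NADH, DMSO neutral control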
STAT1 blocker: inhibitors of IFN-gamma induced STAT1 signaling. NIH 3T3 STAT1-luciferase reporter, luminescence. inhibition, % at 5.5 µM. actives 0.35% (n = 200,000). AID 920;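 active = inhibition above a set limit, the mean inhibition across all tested compounds plus 3 SD, cut at about 34% in these data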;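 also: 0% = IFN-gamma with DMSO and 100% = IFN-gamma with 300 µM nifuroxazide; values of inactives mirror those of a sister screen read the other way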
APP transl inh: APP translation inhibition. SH-SY5Y APP 5'UTR-luciferase reporter, luminescence. inhibition, % at 2 µM. actives 0.82% (n = 190,000). AID 1285;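 active = inhibition above a set limit, derived from the sample mean plus 3 SD, cut at about 45% in these data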; also: values of inactives mirror those of a sister screen read the other way
G6PDH CS: inhibits Leuconostoc G6PDH, flagging false hits in G6PDH-based assays. Purified L. mesenteroides G6PDH, diaphorase/resazurin coupled fluorescence, 45 min. inhibition, % at 5 µM. actives 0.12% (n = 200,000). AID 1020; in the data active = inhibition above about 50%
* hit, by the source's call; . = not tested or not shown.

SMILES | STAT3 blocker | STAT3 activator | TLR4-MyD88 BLA | Diaphorase act | Hsp70 act | STAT1 act | Diaphorase inh | STAT1 blocker | APP transl inh | G6PDH CS
CN1CCN(C(=O)CCc2nc(-c3ccc(Cl)cc3)no2)CC1 | 13 | 96 | -18 | 0.9 | -0.3 | 98 | 13 | 3 | 9 | 8
O=C(CSc1nnc(Cc2ccccc2)o1)NCc1ccc2c(c1)OCO2 | 8 | 99 | 7 | 0.9 | -0.2 | 99 | 6 | 0 | 7 | -2
COCCOc1nc2ccccc2nc1C | 11 | 93 | -2 | 1 | -0.2 | 99 | 3 | 1 | -1 | 4
O=C(O)CCCCCNC(=O)Nc1ccc2c(c1)OCCO2 | 7 | 98 | -5 | 0.9 | -0.3 | 106 | 6 | -6 | -12 | 3
COC(=O)c1c(NC(=O)c2ccccc2)sc(C(=O)c2ccccc2)c1C | 9 | 102 | 7 | 1 | -0.2 | 96 | -2 | 4 | 5 | 7
COC(=O)C(NC(C)=O)(Nc1sc2c(c1C(N)=O)CCCC2)C(F)(F)F (centres undefined) | -4 | 104 | 0 | 0.9 | -0.3 | 96 | 11 | 5 | 1 | 1
O=C(CSc1nnc(CNC(=O)c2c(F)cccc2Cl)o1)Nc1ccccc1 | -4 | 105 | 6 | 0.9 | 0.1 | 100 | 7 | 2 | -11 | 0
O=C(N/N=C/c1ccc(Br)cc1)c1ccccc1-n1cccc1 | -56 | 148* | -1 | 0.8 | -0.5 | 98 | 22 | 2 | -1 | 2
Cc1nonc1NC(=O)CSc1nc2ccccc2[nH]1 | 30 | 81 | 2 | 0.8 | 0.0 | 103 | 18 | -4 | -6 | 11
CCN(CC)C(=O)c1ccccc1NC(=O)c1ccccc1SC | 6 | 98 | 4 | 0.9 | -0.1 | 104 | 13 | -6 | -19 | 3
CN(C(=O)C1CCCO1)c1nnc(-c2cnccn2)s1 (centres undefined) | 1 | 101 | 7 | 0.9 | 0.6 | 106 | 12 | -6 | 7 | 5
CN(C)c1nc2n(c(=S)n1)CCS2 | 0 | 103 | 10 | 0.9 | -0.1 | 103 | 15 | -3 | -29 | -2
CCOC(=O)n1c(=O)n(Cc2ccc(F)cc2)c2ccccc21 | 3 | 99 | 7 | 1 | -0.3 | 90 | 3 | 11 | -4 | 12
O=C(CSc1nnnn1-c1ccc(Cl)cc1)Nc1cccnc1Cl | 3 | 97 | 2 | 1 | -0.4 | 96 | 3 | 5 | -3 | -7
Cc1nnc(SCCN2CCOCC2)n1-c1cccc(Cl)c1 | 18 | 90 | 13 | 0.9 | 0.2 | 96 | 11 | 6 | -31 | -3
C=CCN(C(=O)CNC(=O)c1ccco1)C(C(=O)NC1CCCCC1)c1ccc(OC)cc1 (centres undefined) | 17 | 90 | -4 | 1 | -0.4 | 90 | 3 | 10 | 6 | 6
N#Cc1c(N2C(=O)C3C4C=CC(C4)C3C2=O)sc2c1CCC2 (centres undefined) | 12 | 92 | -9 | 1 | -0.1 | 100 | 5 | 0 | -13 | -5
Cc1noc(/C=C/N(C)C)c1S(=O)(=O)N1CCN(c2ccccc2)CC1 | 10 | 99 | 3 | 0.9 | -0.2 | 97 | 14 | 3 | . | 1
Cn1c(-c2cnn(-c3ccccc3)c2N)n[nH]c1=S | 25 | 83 | -7 | 0.8 | 0.1 | 101 | 23 | -3 | 0 | 18
Cc1ccc(SCC(=O)NC(=O)c2ccc(S(=O)(=O)N(C)C)cc2)cc1C | 12 | 93 | 7 | 0.9 | -0.4 | 95 | 13 | 6 | -4 | 11
O=C(CCc1nc(-c2ccccc2F)no1)NC1CCN(Cc2ccccc2)CC1 | 6 | 97 | 1 | 1.1 | 0.5 | 95 | -14 | 5 | 5 | 8
O=c1c2ccccc2nnn1CSc1nnc(-c2cccc(S(=O)(=O)N3CCCCC3)c2)o1 | -6 | 105 | -11 | 0.9 | -0.5 | 100 | 13 | -1 | -8 | -19
O=C(c1cccc(S(=O)(=O)Nc2ccccc2F)c1)N1CCN(c2ccccc2F)CC1 | 5 | 98 | -10 | 1.1 | -0.3 | 99 | -12 | 0 | -12 | 12
COc1ccc(NC2CC(=O)N(c3cccc(C)c3)C2=O)cc1 (centres undefined) | 16 | 89 | 2 | 0.8 | 0.5 | 105 | 20 | -5 | -9 | 3
Cc1cc(C)c(C)c(OC(=O)c2sc(Cl)nc2C)c1 | -1 | 102 | -9 | 0.8 | -0.4 | 93 | 18 | 8 | 29 | 7

Arranged by value in TLR4-MyD88 BLA (falling): some entries from above.
SMILES,TLR4-MyD88 BLA
O=C(CSc1nnc(CNC(=O)c2c(F)cccc2Cl)o1)Nc1ccccc1,6
COC(=O)C(NC(C)=O)(Nc1sc2c(c1C(N)=O)CCCC2)C(F)(F)F (centres undefined),0
Cc1cc(C)c(C)c(OC(=O)c2sc(Cl)nc2C)c1,-9

In the list so far, these contain an NH in an aromatic ring.
SMILES | STAT3 blocker | STAT3 activator | TLR4-MyD88 BLA | Diaphorase act | Hsp70 act | STAT1 act | Diaphorase inh | STAT1 blocker | APP transl inh | G6PDH CS
Cc1nonc1NC(=O)CSc1nc2ccccc2[nH]1 | 30 | 81 | 2 | 0.8 | 0.0 | 103 | 18 | -4 | -6 | 11
Cn1c(-c2cnn(-c3ccccc3)c2N)n[nH]c1=S | 25 | 83 | -7 | 0.8 | 0.1 | 101 | 23 | -3 | 0 | 18

Additional results follow.
SMILES | STAT3 blocker | STAT3 activator | TLR4-MyD88 BLA | Diaphorase act | Hsp70 act | STAT1 act | Diaphorase inh | STAT1 blocker | APP transl inh | G6PDH CS
Cc1ccc(S(=O)(=O)N2CCN(C(=O)CCN3C(=O)c4ccccc4C3=O)CC2)cc1C | -4 | 102 | -2 | 0.9 | -0.4 | 98 | 12 | 2 | 17 | 10
Cc1ccccc1C(=O)N/N=C1\SCC(=O)N1Cc1ccco1 | -4 | 104 | 9 | . | -0.2 | 95 | . | 4 | 16 | 12
Cc1cc(C=C2C(=O)c3ccccc3C2=O)c(C)n1C | -9 | 111 | -5 | 1 | -0.3 | 96 | -2 | 4 | -99 | -22
CCCCc1ccc(NC(=S)NN2CCOCC2)cc1 | 28 | 79 | -16 | 1 | -0.2 | 104 | -1 | -5 | -1 | 16
CC1CCCN(c2ccc(C(=O)NCC3CCCO3)cn2)C1 (centres undefined) | 4 | 99 | -6 | 0.9 | 0.3 | 126 | 11 | -28 | -13 | -9
Cc1c(C#N)c(N)nc2c3c(sc12)NC(=O)CC3c1ccccc1 (centres undefined) | 1 | 102 | 4 | 1.1 | -0.4 | 94 | -8 | 6 | -15 | 0
O=C(NNC(=S)Nc1ccccc1)C1CCCCC1 | 17 | 92 | -5 | 1 | -0.1 | 101 | -3 | -4 | -19 | 3
CCOC(=O)c1c[nH]c2c(C)ccc(Cl)c2c1=O | 19 | 90 | -15 | 0.9 | 0.0 | 105 | 8 | -6 | -4 | -1
CCOC(=O)c1c(C)[nH]c(C(=O)COC(=O)C2=NNC(=O)CC2)c1C | 3 | 99 | 4 | 1 | -0.4 | 101 | 5 | -2 | 19 | 3
CCc1c(C(=O)NNC(=S)NCCc2ccccc2)csc1C | 22 | 87 | -14 | 1.1 | 0.0 | 97 | -10 | 4 | . | -4
CCN(CC)c1ccc(/C=N\N2CCN(Cc3ccc(C)cc3)CC2)cc1 | -5 | 106 | 9 | 0.8 | -0.3 | 102 | 18 | -4 | -1 | 10
COc1ccccc1C(=O)Nc1ccccn1 | 15 | 91 | 5 | 0.9 | -0.1 | 132* | 12 | -35 | -51 | -22
Cc1cc(/C=N/NC(=O)c2cccc(N(C)C)c2)c(C)n1-c1cc(C(=O)O)cc(C(=O)O)c1 | 4 | 105 | -7 | 0.7 | -0.1 | 113 | 26 | -16 | -4 | 0
Cc1ccccc1CS(=O)(=O)Cc1ccc(C(=O)NCCCN2CCOCC2)o1 | 1 | 102 | 2 | 0.8 | -0.1 | 101 | 16 | -1 | -21 | -4
CCOc1ccc(C(=O)Nc2ccc3c(c2)OCCO3)cc1OC | -4 | 106 | -4 | 0.9 | -0.2 | 126 | 9 | -25 | -47 | 4
Cc1ccc(-n2c(SCC(=O)NC3CCCCC3)nc3c(c2=O)SCC3)cc1 | -6 | 105 | -1 | 0.9 | -0.4 | 91 | 5 | 11 | -2 | -19
CC(Oc1ccc2oc3ccccc3c2c1)C(=O)NC12CC3CC(CC(C3)C1)C2 (centres undefined) | 0 | 102 | 1 | 0.9 | -0.1 | 96 | 9 | 4 | 1 | 6
O=C(Nc1cc2c(oc1=O)CCCC2=O)c1ccccc1 | 14 | 94 | -7 | 0.8 | 0.2 | 127 | 23 | -30 | -14 | -8
NCCCSC1=NCCCN1 | 1 | 103 | -4 | 1 | -0.1 | 100 | -3 | 0 | -16 | 4
CN(C)C(=O)CSc1nnc(-c2cnccn2)n1C | 4 | 98 | 5 | 0.9 | 0.4 | 102 | 6 | -3 | 5 | 12
CCOc1ccc2nc(NCCNC(=O)C(C)(C)C)c(C)cc2c1 | 4 | 101 | 0 | 1 | -0.2 | 99 | 2 | 0 | 4 | 2
C=C1C(C(=O)N2CCOCC2)C1C(=O)N1CCOCC1 (centres undefined) | 1 | 104 | -3 | 0.8 | 0.0 | 98 | 17 | 3 | -8 | 5
COC(=O)c1cc(COc2ccc3c4c(c(=O)oc3c2)CCC4)c(C)o1 | 10 | 92 | -3 | 0.9 | -0.5 | 109 | 11 | -6 | 3 | -6
Cc1ccc(SCCC(=O)N2CCC(C(N)=O)CC2)cc1 | 2 | 101 | 2 | 0.8 | 0.2 | 99 | 21 | 1 | -7 | 2
COc1cccc(NC(=O)COC(=O)/C=C/c2ccc(Cl)cc2Cl)c1 | 2 | 99 | 2 | 0.9 | -0.1 | 95 | 14 | 6 | 13 | -4
Cc1ccc(/C(CSc2nccn2-c2ncc(C(F)(F)F)cc2Cl)=N\O)cc1 | 11 | 96 | -10 | 0.9 | 0.1 | 81 | 13 | 22 | -1 | 5
NC(=O)[C@H](Cc1cc2ccccc2s1)NC(=O)[C@@H]1CC2(CC(c3cccc(NC(=O)[C@@H]4CCC(=O)N4)c3)=NO2)CN1C(=O)/C=C/Sc1ccccc1 (some centres undefined) | -11 | 107 | -12 | 0.8 | -0.3 | 104 | 24 | -5 | -16 | 14
CCOc1ccccc1C1C(C#N)=C(N)Oc2cc(C)n(C)c(=O)c21 (centres undefined) | 15 | 94 | 2 | 0.9 | -0.3 | 95 | 12 | 0 | -11 | -23
CC(C)C(=O)Nc1ccc(NC(=O)c2cccnc2)cn1 | 14 | 91 | -7 | 1 | -0.4 | 97 | -4 | 4 | 8 | -2
CC1CCN(c2nc3ccccc3nc2N2CCC(C)CC2)CC1 | 8 | 93 | -4 | 0.9 | -0.4 | 99 | 11 | 1 | -3 | -4
